ZTA counter = ZTA (EBV) inhibition in EBNA-1 counter-screen; P03206; ZTA-DNA binding, fluorescence polarization; 0.15% of 320,000 active; inhibition, % at 11 µM; in the data active means inhibition above about 33%
Target sequence (P03206 whole entry, looked up): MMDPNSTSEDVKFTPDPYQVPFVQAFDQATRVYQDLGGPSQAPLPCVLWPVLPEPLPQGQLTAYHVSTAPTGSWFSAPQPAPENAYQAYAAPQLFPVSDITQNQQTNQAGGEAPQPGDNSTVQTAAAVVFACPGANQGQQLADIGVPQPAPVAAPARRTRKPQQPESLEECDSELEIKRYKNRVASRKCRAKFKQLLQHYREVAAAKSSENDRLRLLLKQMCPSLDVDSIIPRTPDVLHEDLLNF
PAD4 FP inh = blocks human protein arginine deiminase 4 | Q9UM07 | recombinant PAD4, RCA probe fluorescence polarization | inhibition, % at 6.36 µM | 0.41% of 330,000 active;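 active means percent inhibition above a cutoff equal to the mean of all tested compounds plus 3 SD, cut at about 15% in these data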;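 further: 0% = PAD4 with RCA probe and DMSO and 100% = probe without PAD4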
Target sequence (Q9UM07 whole entry, looked up): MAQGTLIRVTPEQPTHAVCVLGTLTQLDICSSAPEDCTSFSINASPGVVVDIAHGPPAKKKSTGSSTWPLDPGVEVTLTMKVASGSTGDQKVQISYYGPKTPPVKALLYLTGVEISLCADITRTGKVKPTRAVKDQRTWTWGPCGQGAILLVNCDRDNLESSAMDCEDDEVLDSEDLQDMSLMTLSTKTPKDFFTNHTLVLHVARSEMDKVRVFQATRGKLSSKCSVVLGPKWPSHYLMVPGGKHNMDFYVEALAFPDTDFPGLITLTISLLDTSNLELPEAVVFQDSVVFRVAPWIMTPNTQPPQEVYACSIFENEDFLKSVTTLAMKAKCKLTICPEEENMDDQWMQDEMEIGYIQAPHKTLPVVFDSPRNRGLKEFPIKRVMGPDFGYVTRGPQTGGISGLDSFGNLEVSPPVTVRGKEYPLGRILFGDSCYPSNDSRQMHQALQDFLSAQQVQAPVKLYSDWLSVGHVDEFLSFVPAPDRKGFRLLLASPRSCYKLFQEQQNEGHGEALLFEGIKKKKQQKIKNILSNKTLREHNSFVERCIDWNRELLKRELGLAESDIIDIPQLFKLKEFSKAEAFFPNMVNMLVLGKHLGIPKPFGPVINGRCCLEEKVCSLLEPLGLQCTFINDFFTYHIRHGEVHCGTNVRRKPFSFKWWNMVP
LYPLA2 counter = LYPLA2 (human) inhibition in PME1 counter-screen. 0.38% of 320,000 active. O95372. inhibition, % at 5.9 µM. AID 2177. recombinant LYPLA2, FP-Rh probe fluorescence polarization;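 active means inhibition above the screen-wide mean plus 3 SD, limit set per campaign, cut at about 26% in these data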;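 further: 0% = LYPLA2 with DMSO and 100% = wells lacking LYPLA2 enzyme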
PAFAH1B3 FP inh = blocks human PAF acetylhydrolase 1B catalytic subunit 3; inhibition, % at 3.39 µM; Q15102; recombinant PAFAH1B3, FP-rhodamine probe, fluorescence polarization; 0.28% of 340,000 active;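 active means inhibition above the screen-wide average of all tested compounds plus 3 SD, cut at about 25% in these data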;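 further: 0% = enzyme with DMSO only and 100% = wells lacking PAFAH1B3 protein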
GSTO1 counter = blocks human GSTO1 in RBBP9 counter-screen; 1.1% of 300,000 active; inhibition, % at 5.96 µM; recombinant GSTO1, activity-based probe fluorescence polarization; AID 1974;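 active means inhibition above the campaign mean inhibition plus 3 SD, cut at about 35% in these data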;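 further: 0% = GSTO1-1 with DMSO and 100% = wells lacking GSTO1-1 enzyme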
EBNA-1 inh = blocks EBNA-1 binding to DNA. EBNA-1 DNA binding, fluorescence polarization. inhibition, % at 14.8 µM. 0.34% of 300,000 active. AID 1950; in the data active means inhibition above about 28%
LYPLA1 inh = counter-screen for PME1 inhibitors: inhibitors of human LYPLA1. O75608. inhibition, % at 5.9 µM. 0.16% of 320,000 active. recombinant LYPLA1, FP-Rh probe fluorescence polarization;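 active means inhibition above the mean of all tested compounds plus 3 SD, set per campaign, cut at about 14% in these data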;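 further: inhibitors block serine hydrolase probe labeling of LYPLA1 so polarization falls; 0% = enzyme with DMSO and 100% = wells lacking LYPLA1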
PAFAH2 FP inh = PAFAH2 (human) inhibition; inhibition, % at 3.39 µM; recombinant PAFAH2, FP-rhodamine activity probe, fluorescence polarization; 0.99% of 340,000 active; Q99487;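 active means inhibition above the mean over all tested compounds plus 3 SD, cut at about 30% in these data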;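 further: inhibitors block probe labeling of enzyme so polarization drops; 0% = enzyme with DMSO and 100% = wells lacking PAFAH2 protein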
PREPL inh = inhibits the human prolyl oligopeptidase-like enzyme. Q4J6C6. recombinant PREPL, fluorescence polarization activity-based probe. inhibition, % at 5.96 µM. 0.68% of 320,000 active. AID 2751; in the data active means inhibition above about 43%;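 further: 0% = enzyme with DMSO and 100% = wells lacking enzyme; many of its hits are not listed in these tables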
* hit, by the source's call; . = no result given. The list is partial; count on the stated rates, not on these rows.

SMILES	ZTA counter	PAD4 FP inh	LYPLA2 counter	PAFAH1B3 FP inh	GSTO1 counter	EBNA-1 inh	LYPLA1 inh	PAFAH2 FP inh	PREPL inh
COc1cccc2cc(C(=O)n3ccc(C)n3)c(=O)oc12	24.2	-4.9	-7.0	5.4	0.6	-1.1	-4.1	-0.9	-5.3
O=C(Nc1ccc(-c2nnc(-c3ccccc3)o2)cc1)C(F)(F)F	11.1	2.3	3.7	-0.4	14.1	8.8	1.3	-13.5	0.8
C=C(C)COc1ccc(-c2nc(N)nc(C)c2-c2ccc(OC)cc2)c(O)c1	0.1	2.5	3.2	5.0	5.6	2.3	0.9	-0.5	27.0
Cc1[nH]n(-c2cccc3ccccc23)c(=O)c1/C=N/NC(=O)c1cccc([N+](=O)[O-])c1	-5.6	-2.2	8.4	12.6	-9.1	8.3	-3.1	6.5	6.2
CCN1CCCC1CNC(=O)c1cc2c(OC)c(OC)c(OC)cc2[nH]1 (stereo not drawn)	0.9	-4.7	-6.0	5.8	-7.0	-23.0	-2.9	-4.9	12.6
CC(C)CN1CCN(Cc2cnc(N3CCOCC3)s2)CC1CCO (stereo not drawn)	6.4	3.2	3.5	6.4	10.2	-3.3	-0.1	3.7	-0.3
COc1ccc(CCN(Cc2ccccn2)C(=S)Nc2ccccc2C)cc1OC	12.2	-4.0	0.8	11.8	-2.5	6.7	-0.5	1.4	10.0
CS(=O)(=O)c1ccc(NCC2CCCO2)c([N+](=O)[O-])c1 (stereo not drawn)	4.5	-4.0	-1.1	-0.5	-3.7	11.1	-3.3	-9.3	7.7
Nc1ccc(-c2nc3ccc(N)cc3o2)cc1	9.8	2.0	-2.1	0.3	-1.8	2.8	2.1	-1.3	6.6
S=c1[nH]c(-c2ccc(Cl)cc2)cs1	5.9	-0.8	2.8	3.3	5.5	-4.4	1.2	12.7	-0.6
CC(C)COC(=O)C1C2C=CC3(CN(C4CCCC4)C(=O)C13)O2 (stereo not drawn)	10.7	2.1	-0.3	11.0	1.4	1.1	2.0	2.2	-3.4
O=C1NC2(CCCCCC2)C(=O)N1Cc1ccccc1Cl	-0.8	-0.5	2.3	-0.6	8.8	2.8	-3.4	-1.3	2.6
CSC(=NCc1ccco1)NC#N	-2.3	1.5	3.9	13.8	-1.3	-1.3	0.3	4.8	-4.0
COc1ccc(Br)cc1/C=C/C(=O)c1ccc(NC(C)=O)cc1	3.1	-0.3	-33.4	8.2	-35.0	-11.4	-19.5	-11.4	-5.1
Cc1cc(=O)n(C)c2ccc(S(=O)(=O)N3CCOCC3)cc12	-2.3	-3.0	1.0	4.7	-1.2	2.4	-2.9	0.0	-2.9
CC(=O)Nc1ccc(S(=O)(=O)N2CCn3cccc3C2C)cc1 (stereo not drawn)	2.1	-1.0	2.6	0.3	.	.	-2.9	3.4	14.7
O=c1[nH]c(C2C3CC4CC(C3)CC2C4)nc2ccccc12 (stereo not drawn)	7.6	6.1	-0.2	2.5	0.3	-6.3	0.1	3.2	-11.0
c1ccc(CNc2ncnc3c2oc2ccccc23)nc1	18.5	-0.8	-5.8	0.8	2.3	-1.9	-3.4	-8.0	7.6
CC(C)c1ccc(NC(=S)NC2CCCCCC2)cc1	10.7	-4.9	4.1	8.6	-5.0	-3.7	4.6	9.9	13.2
COC(=O)CC(NC(=O)CN1CCN(c2ccc(F)cc2)CC1)c1cccc(F)c1 (stereo not drawn)	-18.4	4.3	0.3	3.6	4.7	1.5	-2.5	-5.0	26.1
CCc1cc(S(=O)(=O)N2CCN(C(=O)c3ccco3)CC2)ccc1OC	-6.9	-3.0	-2.8	7.7	-0.4	-1.9	0.8	-2.6	-2.1
O=C(CN1C(=O)NC(c2ccccc2)(c2ccccc2)C1=O)NC1CCCC1	-12.1	1.7	6.5	-2.3	.	.	4.5	-6.4	10.6
COC(=O)c1c(NC(=O)CN2CCN(c3ncccn3)CC2)sc(C(N)=O)c1C	-9.4	-0.7	30.6*	0.5	9.4	-5.6	0.7	-4.9	31.1
COc1ccccc1N1CCN(C(=O)c2cc(=O)c3ccc(C)cc3o2)CC1	-7.3	2.1	10.9	8.8	1.5	-0.8	-1.5	-1.2	2.3
CCCCNC(=O)N1CCN(Cc2ccc(F)cc2)CC1	6.3	-8.8	2.3	1.1	1.0	7.3	1.4	-2.9	10.4

In the list so far, 3 contain a furan ring, fused or not:
SMILES	ZTA counter	PAD4 FP inh	LYPLA2 counter	PAFAH1B3 FP inh	GSTO1 counter	EBNA-1 inh	LYPLA1 inh	PAFAH2 FP inh	PREPL inh
CSC(=NCc1ccco1)NC#N	-2.3	1.5	3.9	13.8	-1.3	-1.3	0.3	4.8	-4.0
c1ccc(CNc2ncnc3c2oc2ccccc23)nc1	18.5	-0.8	-5.8	0.8	2.3	-1.9	-3.4	-8.0	7.6
CCc1cc(S(=O)(=O)N2CCN(C(=O)c3ccco3)CC2)ccc1OC	-6.9	-3.0	-2.8	7.7	-0.4	-1.9	0.8	-2.6	-2.1

Some of these compounds in order of their number in PAFAH1B3 FP inh, ascending.
structure	PAD4 FP inh	PAFAH1B3 FP inh	EBNA-1 inh	PAFAH2 FP inh	PREPL inh
O=C(CN1C(=O)NC(c2ccccc2)(c2ccccc2)C1=O)NC1CCCC1	1.7	-2.3	.	-6.4	10.6
O=C1NC2(CCCCCC2)C(=O)N1Cc1ccccc1Cl	-0.5	-0.6	2.8	-1.3	2.6
CC(C)c1ccc(NC(=S)NC2CCCCCC2)cc1	-4.9	8.6	-3.7	9.9	13.2

More compounds
SMILES	ZTA counter	PAD4 FP inh	LYPLA2 counter	PAFAH1B3 FP inh	GSTO1 counter	EBNA-1 inh	LYPLA1 inh	PAFAH2 FP inh	PREPL inh
CCC(CC)C(=O)c1c[nH]c(C(=O)N2CCN(c3ccccc3)CC2)c1	7.1	1.3	-0.9	-3.1	8.8	-7.8	-0.3	-3.3	1.2
Cn1c(=O)c2c(ncn2CC(=O)N2CCCc3ccccc32)n(C)c1=O	8.1	2.1	1.9	-4.2	-4.7	-11.7	-3.9	5.6	1.7
COc1ccc2[nH]c(=O)c(CN(C)C(=O)C3CCCCC3)cc2c1	-14.0	-1.1	16.1	4.1	-7.3	8.3	5.1	7.2	1.5
CC(C(=O)N1c2ccccc2CC1C)N1CCN(S(=O)(=O)c2ccccc2F)CC1 (stereo not drawn)	-3.4	1.9	-7.1	0.1	.	.	-4.3	6.3	-4.2
O=C(CN(C(=O)CCC(=O)Nc1ccccn1)c1ccc2c(c1)OCO2)NCc1ccc(F)cc1	9.6	0.5	2.9	-0.5	0.0	4.7	2.5	3.1	-7.5
O=C(O)c1ccccc1-c1ccccc1C(=O)Nc1nc2ccccc2s1	2.4	-0.5	-2.5	4.1	2.1	-2.9	-1.7	1.3	-0.9
N#CCSc1nc(N)c(C#N)c(C2CCCCC2)c1C#N	-1.2	0.2	4.2	5.7	-40.1	-10.1	1.2	1.0	-10.8
CCn1c(SCC(=O)N/N=C/c2cccs2)nc2ccccc21	1.4	-2.1	-3.1	9.1	6.5	6.0	-3.3	7.0	-8.2
COc1ccc(CNc2nc3c(c(=O)[nH]c(=O)n3C)n2Cc2ccccc2)cc1	-1.0	-3.2	0.9	4.2	0.7	28.1*	1.1	7.5	5.8
O=C(Nc1ccccc1N1CCOCC1)c1cccc(S(=O)(=O)Nc2ccccc2F)c1	-13.3	-2.4	-10.4	8.7	.	.	-3.2	13.7	11.4
CC1(C)O[C@H]2OC([C@H](O)CON3C(=O)c4ccccc4C3=O)[C@H](O)[C@H]2O1 (stereo partly drawn)	-1.0	3.0	-0.7	.	16.9	-2.2	1.4	.	9.6
Cc1cc(C(=O)N(C)CC2CCCN(CCc3ccc(F)cc3)C2)c(C)o1 (stereo not drawn)	-21.4	2.4	8.7	5.9	6.1	7.3	3.8	-10.2	13.8
COc1ccc(S(=O)(=O)N2CCCCC2)cc1NC(=O)Cn1c(=O)cnc2ccccc21	-9.3	0.8	-4.6	3.5	-4.0	-7.5	-4.5	-2.0	13.3
Cc1ccc(/C=N/NC(=O)CSc2nc3nc(C)cc(C)n3n2)cc1	-6.5	-2.1	-2.5	6.0	4.4	-5.8	0.3	2.2	24.3
Cc1ccc(N2C(=O)N(CC(=O)NC(N)=O)C(=O)C2C)cc1 (stereo not drawn)	-7.0	-2.9	-4.1	6.5	-0.2	-13.4	1.6	-3.6	5.3
COc1ccc(C(C(=O)NC2CCCCC2)N(Cc2cccs2)C(=O)Cc2c[nH]c3ccccc23)cc1OC (stereo not drawn)	4.2	2.1	0.6	11.2	1.4	5.2	1.6	-0.9	-4.2
CC(NC(=O)NNC(N)=S)(C(F)(F)F)C(F)(F)F	-5.9	2.0	4.6	7.7	13.9	-1.3	-0.3	6.3	-0.9
CCN(CC(=O)Nc1ccc2c(c1)OCCO2)CC(=O)Nc1ccc(C)c(S(=O)(=O)N(C)C)c1	.	4.1	.	0.7	.	.	.	6.6	6.0
CCC(C)c1ccc(NC(=O)c2cccnc2)cc1 (stereo not drawn)	1.1	1.4	4.8	3.5	-2.3	4.9	-2.7	-0.1	5.7
CCC(CO)Oc1cc(NC(=O)c2cccc3ccccc23)c2ncn(C(C)C)c2c1 (stereo not drawn)	.	-7.4	.	-4.7	.	.	.	-3.3	18.7
Cn1cccc1C1C(C#N)=C(N)OC2=C1C(=O)CC(C)(C)C2 (stereo not drawn)	1.1	0.8	11.2	1.7	5.9	7.5	5.0	-4.9	-7.7
Cc1oc(-c2ccccc2Cl)nc1CN(Cc1ccccn1)C[C@@H]1CCC(=O)N1	2.2	4.2	2.2	1.0	2.8	3.6	2.2	-5.7	23.1
CCOc1ccc(N2C(=O)CC(N3CCN(C(=O)CN4CCCC4)CC3)C2=O)cc1 (stereo not drawn)	-6.5	-2.1	1.1	7.9	1.2	1.5	1.4	0.5	12.1
COC(=O)c1sc(NC(=S)NC(=O)c2cc(OC)c(OC)c(OC)c2)nc1C	-4.2	7.0	1.0	2.7	-3.3	7.4	-0.8	6.4	3.9
Cc1ccc(Cn2nc(-c3ccccc3)nc2-c2ccccc2)cc1	-1.1	-1.8	-8.4	-4.9	2.2	0.9	-1.1	-2.6	-2.5
SMILES	ZTA counter	PAD4 FP inh	LYPLA2 counter	PAFAH1B3 FP inh	GSTO1 counter	EBNA-1 inh	LYPLA1 inh	PAFAH2 FP inh	PREPL inh
CCOC(=O)N1CCN(Cc2c(NC(=O)c3ccco3)sc(C)c2C)CC1	-4.6	-2.9	-0.9	9.2	11.2	1.4	0.2	4.9	6.2
COc1ccc2[nH]cc(CCNC(=O)Nc3ccccc3)c2c1	-3.3	8.9	2.7	5.7	-0.1	3.7	-1.9	3.3	4.6
CCN(CC)CC(=O)Nc1nn(-c2ccccc2)nc1C(N)=O	6.0	-4.3	-0.9	9.0	3.5	-5.7	-0.8	-9.0	6.2
N/C(=N\N=C\c1cccc(O)c1)c1nonc1N	0.3	-3.0	5.6	3.6	8.4	3.5	0.0	-2.4	-15.7
S=C(NCCc1ccccn1)Nc1ccccc1Cl	-1.4	0.8	2.7	-6.0	-3.9	4.5	-2.3	5.2	6.2
COc1ccc(NC(=O)Nc2c(C)n(C)n(-c3ccccc3)c2=O)cc1	7.2	-1.9	-3.5	-0.6	1.5	-0.7	-3.2	-8.7	-0.6
COCCSc1nc2c(c(=O)[nH]c(=O)n2C)n1CCC(C)C	1.8	-1.3	-0.5	6.6	2.6	8.1	1.5	3.8	13.2
Cc1ccc(NC(=O)c2onc(C)c2Cl)cc1	-7.8	1.3	2.5	11.9	6.1	-8.1	4.3	7.4	-5.3
CCCOc1ccc(C(=O)NC(=S)Nc2nc(C)c(C(=O)N(C)C)s2)cc1	-2.8	2.2	5.2	-1.2	-4.7	7.2	1.0	-7.3	4.2
Cc1nn(C)c(C)c1CN(C)S(=O)(=O)c1ccc(F)cc1	-14.1	2.4	4.5	-1.3	-0.7	-2.3	2.3	-1.5	-10.9

High-throughput results as filed in PubChem BioAssay.
